# Bioassay records as filed in PubChem BioAssay.
# TRPC4 block – blocks the mouse TRPC4 cation channel. Q9QUQ5. HEK293 TRPC4beta/mu-opioid, DAMGO-evoked Fluo4 calcium flux; active compounds read low. B-score at 10 µM. actives 0.39% (n = 300,000);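 active = B-score over 3 SD under the library average, no early fluorescence shift, positive overall ratio signal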
#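 Assay system: TRPC4beta/mu-opioid receptor HEK293 cell line; compound dosing: single concentration per test compound; detection: Fluo4 Ca2+ flux fluorescence; evaluation: per-well B score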
# MrgX1 agonist – human MrgX1 receptor agonism, primary screen; MrgX1-HEK293 cells, Fluo-4 calcium fluorescence, agonist mode; active compounds read high; B-score at 10 µM; actives 0.44% (n = 310,000);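 active = calcium response B-score plate-corrected fluorescence ratio at least 3 library SD, with starting fluorescence B-score inside 5 SD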
#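 Material: MrgX1-expressing HEK293 cells; input: 15,000 cells per well; doses: test compound given as first of three sequential additions; schedule: overnight plating before 1 h dye loading; technique: Fluo-4 NW calcium-flux fluorescence, kinetic read; evaluation: baseline-normalised fluorescence change ratio, B-scored; control set: plate-wise positive and negative controls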
# MrgX1 PAM – allosterically activates human MrgX1 receptor signaling; MrgX1-HEK293, Fluo-4 calcium flux, FDSS; active compounds read high; actives 0.63% (n = 310,000); B-score at 10 µM; AID 588675;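 active = plate-corrected calcium response at least 3 library SD above typical, normal starting fluorescence, not activating the receptor alone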;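 also: compound read alongside a low EC10 to EC30 dose of BAM8-22 agonist; peak minus trough fluorescence over baseline measured at the second addition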
# TRPC6 inhibitor – mouse TRPC6 channel inhibition | Q61143 | HEK293-TRPC6, membrane potential dye, ACh-evoked depolarization; active compounds read low | B-score at 10 µM | actives 1.1% (n = 310,000) | AID 2553;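 active = B-score under library mean minus 3 SD, initial fluorescence not abnormally high, positive integrated signal ratio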;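 also: B-score derived from integrated fluorescence ratio over the kinetic read; more negative B-score means stronger inhibition of depolarization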
# ANO1 block – blocks the mouse calcium-activated chloride channel TMEM16A | normalized B-score (activity score, 25-100; higher = stronger inhibition) at 10 µM | actives 1.2% (n = 310,000) | Q8BHY3 | HEK293 TMEM16A/YFP iodide influx fluorescence, ionomycin;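 active = ratio plate-corrected score three or more library SD toward inhibition, starting fluorescence score within five deviations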;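 also: score derived from kinetic fluorescence span divided by baseline fluorescence per well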
# Target sequence (Q8BHY3 whole entry, looked up): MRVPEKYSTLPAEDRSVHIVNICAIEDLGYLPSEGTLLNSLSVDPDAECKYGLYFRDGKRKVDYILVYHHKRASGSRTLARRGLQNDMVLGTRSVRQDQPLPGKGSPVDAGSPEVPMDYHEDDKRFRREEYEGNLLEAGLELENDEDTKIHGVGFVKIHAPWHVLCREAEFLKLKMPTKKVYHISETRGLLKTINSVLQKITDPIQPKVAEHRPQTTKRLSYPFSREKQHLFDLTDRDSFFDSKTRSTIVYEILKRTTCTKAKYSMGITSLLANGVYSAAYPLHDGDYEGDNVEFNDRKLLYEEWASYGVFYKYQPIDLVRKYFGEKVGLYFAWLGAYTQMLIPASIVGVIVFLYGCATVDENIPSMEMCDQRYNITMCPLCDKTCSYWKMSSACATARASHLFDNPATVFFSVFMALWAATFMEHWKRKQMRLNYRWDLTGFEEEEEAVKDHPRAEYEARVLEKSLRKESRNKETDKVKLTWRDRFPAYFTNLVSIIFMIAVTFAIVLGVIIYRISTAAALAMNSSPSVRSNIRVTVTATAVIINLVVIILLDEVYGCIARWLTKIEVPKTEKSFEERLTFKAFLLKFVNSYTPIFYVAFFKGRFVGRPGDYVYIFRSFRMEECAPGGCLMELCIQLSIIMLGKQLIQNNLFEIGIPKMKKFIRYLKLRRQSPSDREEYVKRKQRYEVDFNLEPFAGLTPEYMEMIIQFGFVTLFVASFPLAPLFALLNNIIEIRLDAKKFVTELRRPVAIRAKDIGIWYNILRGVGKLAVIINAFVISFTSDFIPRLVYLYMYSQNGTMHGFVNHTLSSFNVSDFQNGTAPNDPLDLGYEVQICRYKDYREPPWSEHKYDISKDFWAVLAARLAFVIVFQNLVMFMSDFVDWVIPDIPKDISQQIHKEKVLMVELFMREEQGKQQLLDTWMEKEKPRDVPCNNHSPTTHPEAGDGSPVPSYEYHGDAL
# TRPC4 potent – TRPC4 (mouse) allosteric potentiation. HEK293 TRPC4beta/mu-opioid, DAMGO EC20, Fluo-4 Ca2+ flux; active compounds read high. B-score at 10 µM. Q9QUQ5. actives 0.42% (n = 310,000);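 active = B-score of calcium response area above 5 SD of library B-scores, with initial fluorescence ratio within 5 SD of library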;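 also: B-score of integrated fluorescence ratio over time as area under calcium response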
# MrgX1 antagonist – human MrgX1 receptor antagonism, primary screen; B-score at 10 µM; MRGX1-HEK293 calcium flux, Fluo-4, BAM8-22 antagonism; active compounds read low; Q96LB2; actives 1.3% (n = 310,000);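 active = calcium-response B-score plate-corrected more than 3 library SD below zero, starting fluorescence within 5 deviations, no agonist response on first addition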;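 also: peak minus trough fluorescence over baseline after final BAM8-22 challenge near maximal dose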
# TMEM16A act – activates or potentiates the mouse TMEM16A chloride channel | Q8BHY3 | HEK293 TMEM16A/YFP-H148Q/I152L, iodide quench fluorescence; active compounds read low | B-score at 10 µM | actives 0.3% (n = 340,000) | AID 623877;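 active = fluorescence-ratio B-score plate-corrected deviation score at least 3 library SD below zero, with starting fluorescence score within 5 deviations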;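 also: channel opened by trigger with iodide after compound preincubation; score built on the fluorescence ratio of max minus min over baseline; more negative score means more quench and so TMEM16A activation or potentiation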
# TRPC4 act – activators of mouse TRPC4 channel | HEK293 TRPC4beta/mu-opioid, Fluo4 calcium fluorescence; active compounds read high | AID 2237 | actives 0.49% (n = 310,000) | B-score at 10 µM;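 active = B-score above 5 SD of library B-scores, and initial fluorescence ratio not above library mean plus 5 SD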;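 also: positive B-score marks a calcium rise read as TRPC4 activation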
#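 Assay system: HEK293 stable line with TRPC4beta plus mu-opioid receptor; schedule: 45 min room-temperature Fluo4 loading, 110 s read; technique: kinetic Fluo4 calcium fluorescence; evaluation: integrated baseline-normalised fluorescence ratio, converted to per-well B score; controls: buffer (low) and maximal DAMGO (high)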
# TRPC6 activator – activates the mouse TRPC6 cation channel; HEK293-TRPC6 membrane potential dye fluorescence; active compounds read high; Q61143; AID 2550; B-score at 10 µM; actives 0.13% (n = 310,000);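 active = B-score of the integrated fluorescence ratio above library mean plus 3 SD, and starting fluorescence ratio within library mean plus 5 SD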;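 also: higher score means more depolarization so channel activation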
# RGS4 block – human RGS4 inhibition; P49798; HEK293 M3R/RGS4 inducible, Fluo-4 calcium flux; active compounds read high; triggered by carbachol at its EC20; B-score at 10 µM; actives 0.45% (n = 310,000); AID 463165;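 active = B-score, a plate-corrected calcium signal, over three deviations above library mean, with baseline fluorescence within five deviations of library mean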;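 also: RGS4 expression induced by doxycycline in cells with stable M3 receptor; B-score is computed from the integrated fluorescence ratio over baseline after carbachol; higher B-score means a larger calcium signal and so more RGS4 inhibition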
# * = called active by the depositor; i = inactive; nt = no result given.
# Screens in order: TRPC4 block	MrgX1 agonist	MrgX1 PAM	TRPC6 inhibitor	ANO1 block	TRPC4 potent	MrgX1 antagonist	TMEM16A act	TRPC4 act	TRPC6 activator	RGS4 block
1) CCN(CC(=O)Nc1c(F)cccc1F)C(=O)C1CCN(C(=O)c2ccc(Cl)cc2)CC1
  i	i	i	i	i	i	i	i	i	i	i
2) Cc1cc(Cl)ccc1OCC(=O)NNC(=O)C1CSC2(C)CCC(=O)N12 (stereo not given)
  i	i	i	i	i	i	i	i	i	i	i
3) O=C(/C=C/c1ccccc1Cl)NC1CCS(=O)(=O)C1 (stereo not given)
  i	i	i	i	i	i	i	i	i	i	i
4) CCCC(=O)NC(=S)Nc1ccccc1N1CCOCC1
  i	i	i	i	i	i	-7.75*	i	i	i	i
5) NC(=O)c1c(NC(=O)Cc2ccccc2)sc2c1CCN(Cc1ccccc1)C2
  i	i	i	i	i	i	i	i	i	i	i
6) C/C(=N/NC(=O)c1cccs1)c1cccc(N)c1
  i	i	i	i	i	i	i	i	i	i	i
7) CC(OC(=O)c1nsc(Cl)c1Cl)C(=O)NCCc1ccccc1 (stereo not given)
  i	i	i	i	i	i	i	i	i	i	i
8) CSc1ccccc1NC(=O)C1CCN(S(C)(=O)=O)CC1
  i	i	i	i	i	i	i	i	i	i	i
9) O=C(CNC(=O)c1ccc(Br)o1)Nc1cccc(S(=O)(=O)N2CCCC2)c1
  i	i	i	i	i	i	i	i	i	i	i
10) CCN(CC)c1ccc(/C=N/NC(=O)c2ccc3c(c2)OCCO3)cc1
  i	nt	nt	i	nt	i	nt	i	i	i	i
11) c1cc(CNc2ccc(N3CCOCC3)cc2)ccn1
  i	i	i	i	i	i	i	i	i	i	i
12) Cc1cccc2c1NC(C)CC2C (stereo not given)
  i	i	i	i	i	i	i	i	i	i	i
13) COc1ccc(C2C(C(=O)O)CC(=O)N2c2ccc(OC)cc2)cc1 (stereo not given)
  i	i	i	i	i	i	i	i	i	i	i
14) COC(=O)c1c(NC(=O)c2c(C)noc2C)sc2c1CCCCCC2
  i	nt	nt	i	nt	i	nt	nt	i	i	i
15) Cc1ccnc(N2C(=O)C3C4CC(C(Br)C4Br)C3C2=O)c1 (stereo not given)
  i	i	i	i	i	i	i	i	i	i	i
16) COc1cc2c3c(c1OC)C1(C=CC(=O)C=C1)CC3N(C(=O)c1ccccc1)CC2 (stereo not given)
  i	i	i	i	i	i	i	i	i	i	i
17) CC(CC(C)C(=O)Nc1ccccc1C(C)(C)C)C(=O)O (stereo not given)
  i	i	i	i	i	i	i	i	i	i	i
18) CC1=NN(C(N)=S)C(=O)C1N=Nc1ccc(C)cc1C (stereo not given)
  i	i	i	i	i	i	i	nt	i	i	i
19) CCOC(=O)C1=C(N)OC2=C(C(=O)CCC2)C1c1ccco1 (stereo not given)
  i	i	i	i	i	i	i	i	i	i	i
20) O=C(Nc1ccccn1)c1ccc2c(c1)S(=O)(=O)c1ccccc1C2=O
  i	i	i	i	i	i	i	i	i	i	i
21) Cn1ncc(C#N)c1/N=C/N(Cc1ccccc1)Cc1ccccc1
  i	i	i	i	i	16*	i	i	i	i	i
22) O=S(=O)(c1ccccc1)N1CCN(CCc2ccccc2)CC1
  i	i	i	i	i	i	i	i	i	i	i
23) O=c1c(-c2ccccc2)c(O)c2cccc3c2n1CCC3
  i	i	i	i	i	i	i	i	i	i	i
24) CCn1c(COc2cccc3ccccc23)nnc1SCC(N)=O
  i	i	i	i	i	i	i	i	i	i	i
25) O=C(c1noc2c1CCCC2)N1CCCCC1
  i	i	i	i	i	i	i	i	i	i	i
26) CCN1CCN(CCNC(=O)c2ccc(/C=C3\Sc4ccccc4N(Cc4ccccc4F)C3=O)cc2)CC1
  i	i	i	i	i	i	-13.3*	i	i	i	i
27) COc1ccc(N2CCN(C(=O)c3ccccc3NC(=O)c3ccccc3)CC2)cc1
  i	i	i	i	i	i	i	i	i	i	i
28) NC(=O)C1CCN(C(=O)COc2ccc3c(c2)oc(=O)c2ccccc23)CC1
  i	i	i	i	i	i	i	i	i	i	i
29) CC1CCN(S(=O)(=O)N2CCN(C(=O)c3ccc4c(c3)OCO4)CC2)CC1
  i	i	i	i	i	i	i	i	i	i	i
30) CCCS(=O)(=O)N1CCC(C(=O)NCCc2ccc(OC)c(OC)c2)CC1
  i	i	i	i	i	i	i	i	i	i	i
31) c1ccc(-c2nnc(-c3ccncc3)nc2-c2ccccc2)cc1
  i	i	i	i	i	i	i	i	i	i	i
32) Cc1cc(NC(=O)CSCc2nc(-c3cccc(Cl)c3)oc2C)no1
  i	i	i	i	i	i	i	i	i	i	i
33) O=C(NCc1nnc(SCC(=O)N2CCCc3ccccc32)n1-c1ccccc1)c1cccc2ccccc12
  i	i	i	i	i	i	i	i	i	i	i
34) Cc1cccc(/C=C2/S/C(=N/N=C3\CC4CCC3(C)C4(C)C)NC2=O)c1 (stereo not given)
  i	i	i	i	i	i	i	i	i	i	i
35) CN(Cc1nccn1C)C(=O)c1cc(COc2cccc(C(F)(F)F)c2)on1
  i	i	i	i	i	i	i	i	i	i	i
36) CC(C)(C)n1ncc2c(=O)n(Cc3cccc(Cl)c3)cnc21
  i	i	i	i	i	i	i	i	i	i	i
37) COc1ccc(NC(=O)CSc2nc3ccccc3c3nc4ccccc4n23)cc1
  nt	i	i	nt	i	nt	i	i	nt	nt	nt
38) Cc1ccc(NC(=O)Cn2cnc3c(oc4nc5c(cc43)COC(C)(C)C5)c2=O)cc1
  i	i	i	i	i	i	i	i	i	i	i
39) CCCCn1c(N)c(N(CCOC)C(=O)CSc2ccccc2C)c(=O)[nH]c1=O
  i	i	i	i	i	i	i	i	i	i	i
40) O=C(C1=C(O)C(=O)N(CC2CCCO2)C1c1ccc(Cl)cc1Cl)c1ccco1 (stereo not given)
  i	i	i	i	i	i	i	i	i	i	i
41) CCC(Sc1nc(C)cc(C)n1)C(=O)Nc1ccc(Cl)cn1 (stereo not given)
  nt	i	i	i	i	i	i	i	i	i	i
42) COc1ccc(-n2ccn(CC(=O)Nc3ccc(OC)cc3OC)c(=O)c2=O)cc1
  i	i	i	i	i	i	i	i	i	i	i
43) O=c1[nH]snc1N1CCOCC1
  i	i	i	i	i	i	i	i	i	i	i
44) O=C(CSc1nc(O)c(C2CCCCC2)c(=O)[nH]1)Nc1ccc(Cl)cc1
  i	i	i	i	i	i	i	i	i	i	i
45) CN(CC(=O)Nc1ccc2c(c1)OCO2)S(=O)(=O)c1ccc2c(c1)CCC(=O)N2
  i	i	i	i	i	i	i	i	i	i	i
46) Nc1cccnc1Sc1ccccc1
  i	i	i	i	i	i	i	i	i	i	i
47) CCC1(C)Cc2c(sc3nc(SC)nc(NCCN(C)C)c23)CO1 (stereo not given)
  i	i	i	i	i	i	i	i	i	i	i
48) N#Cc1sc2nc(C3CC3)cc(-c3ccc(Cl)cc3)c2c1N
  i	i	i	i	i	i	i	i	i	i	i
49) CCCCCCCN1CCC(=O)N([C@H](CO)Cc2ccccc2)CC1
  i	i	i	i	i	i	i	i	i	i	i
50) Cc1ccccc1OCCSc1nc(N(C)C)nc(N(C)C)n1
  i	i	i	i	i	i	i	i	i	i	i
51) Cc1ccccc1-n1nc2c(c1NC(=O)c1cc3ccccc3oc1=O)CS(=O)C2 (stereo not given)
  i	i	i	i	i	i	i	i	i	i	i
52) Cc1csc(NC(=O)c2oc3ccccc3c2C)n1
  i	i	i	i	i	i	i	i	i	i	i
53) O=C(N/N=C/c1ccco1)c1cc(-c2ccc(Cl)s2)[nH]n1
  i	i	i	i	i	i	i	i	i	i	i
54) C=C1C(C(=O)N2CCN(C)CC2)C1C(=O)N1CCN(C)CC1 (stereo not given)
  i	i	i	i	i	i	i	i	i	i	i
55) Cc1cccn2c(=O)c(C=Nc3ccc(Cl)cc3)c(NCCO)nc12
  i	i	i	i	i	i	i	i	i	i	i
56) CCN1C(=O)CS/C1=N\S(=O)(=O)c1ccccc1
  i	i	i	i	i	i	i	i	i	i	i
57) CCCN(CCC)CCCNC(=O)c1cn(-c2ccc(OC)cc2)c(=O)c2ccccc12
  i	i	i	i	i	i	i	i	i	i	i
58) COc1ccc(NS(=O)(=O)c2cccc3ccccc23)cc1
  i	i	i	i	i	i	i	i	i	i	i
59) CC(C)C[C@@H](CO)N1CCN(C)CCC1=O
  i	i	i	i	i	i	i	i	i	i	i
60) Cc1ccccc1OCC(O)CN1CCN(C)CC1 (stereo not given)
  i	i	i	i	i	i	i	i	i	i	i

# Continued:
# Screens in order: TRPC4 block	MrgX1 agonist	MrgX1 PAM	TRPC6 inhibitor	ANO1 block	TRPC4 potent	MrgX1 antagonist	TMEM16A act	TRPC4 act	TRPC6 activator	RGS4 block
61) CCC1(C(=O)c2ccccc2)C(c2ccc([N+](=O)[O-])cc2)C1(C(=O)OC)C(=O)OC (stereo not given)
  -7*	26.8*	i	i	i	i	i	i	i	i	i
62) CCC(=O)N1c2ccc(S(=O)(=O)CCC(=O)NCCC3=CCCCC3)cc2CC1C (stereo not given)
  i	i	i	i	i	i	i	i	i	i	i
63) COC(=O)[C@H](C)NC(=O)NC(C)CCc1ccccc1 (stereo not given in full)
  i	i	i	i	i	i	i	i	i	i	i
64) COc1cc(C(=S)N2CCOCC2)ccc1OC(=O)/C=C/c1ccco1
  i	i	i	i	i	i	i	i	i	i	i
65) O=C(CSc1nccc(=O)[nH]1)N1CCCc2ccccc21
  i	i	i	i	i	i	i	i	i	i	i
66) Cc1noc(C)c1C(=O)OCC(=O)NCCc1ccc(Cl)cc1
  i	i	i	i	i	i	i	i	i	i	i
67) CCn1cc(C(=O)O)c(=O)c2cc(F)c(N3CCN(C(=S)NC(=O)c4ccccc4)CC3)cc21
  i	i	i	i	i	i	i	i	i	i	i
68) O=C(Nc1ccccc1C(=O)Nc1ccncc1)c1cccc([N+](=O)[O-])c1
  i	i	i	i	i	i	i	i	i	i	i
69) c1ccc(N/N=C2\CCCc3ccccc32)nc1
  i	i	i	i	i	i	i	i	i	i	i
